PDI turbidity: inhibitors of human PDI, primary screen, biochemical, turbidity, single point, plate reader; PDI insulin aggregation turbidity, A650, 90 min; 350,000 tested, 0.052% active; Protein disulfide-isomerase (Homo sapiens), P07237; inhibition, % at 10 µM;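 active = mean inhibition across replicates of 30% or more, whatever share of single replicates reach that level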;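 also: absorbance from insulin aggregation driven by PDI reduction with DTT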
iPSC survival up: enhancers of single-cell hiPSC survival, primary screen, ATPlite luminescence; AID 602274, 2012; 360,000 tested, 0.044% active; survival enhancement, % at 20 µM; 100% = ROCK inhibitor wells, 0% = DMSO; in the data active = survival enhancement above about 18%;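 also: cells exposed to compounds for 16 hours before the ATP read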
HIF-2a block: HIF-2a reporter inhibitors, primary screen, luminescence, 786-0 RCC cells | 360,000 tested, 0.72% active | 786-0 RCC cells HIF-2a reporter, luciferase luminescence, overnight | inhibition, % at 18.8 µM;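 active = inhibition of the luminescence signal of 40% or more relative to plate controls, in a single-dose primary screen at 18.75 µM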
NR2E3 ag-1: inhibitors of NR2E3-RetCOR corepressor binding, primary screen, NR2E3 agonist project, biochemical, TR-FRET, GST-NR2E3, biotin-RetCOR; 1536-well; inhibition of corepressor binding, % at 4.78 µM; 320,000 tested, 0.12% active; AID 2300, 2010; Photoreceptor-specific nuclear receptor (Homo sapiens), Q9Y5X4;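 active = percent inhibition above the cutoff of mean plus 3 SD of all tested compounds, set per screening campaign, cut at about 20% in these data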;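 also: 0% = DMSO wells and 100% = biotin wells as full block of FRET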
Target sequence (Q9Y5X4 whole entry, looked up): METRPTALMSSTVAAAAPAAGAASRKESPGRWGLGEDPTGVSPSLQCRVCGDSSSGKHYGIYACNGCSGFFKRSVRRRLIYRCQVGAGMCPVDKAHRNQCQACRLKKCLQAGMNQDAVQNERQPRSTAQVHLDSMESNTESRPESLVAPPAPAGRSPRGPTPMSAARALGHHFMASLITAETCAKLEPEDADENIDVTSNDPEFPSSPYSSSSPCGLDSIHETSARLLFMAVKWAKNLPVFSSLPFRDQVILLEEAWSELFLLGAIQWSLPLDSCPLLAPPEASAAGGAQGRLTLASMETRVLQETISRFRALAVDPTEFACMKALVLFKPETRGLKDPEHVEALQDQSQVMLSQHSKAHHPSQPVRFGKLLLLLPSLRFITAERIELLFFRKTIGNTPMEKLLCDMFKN
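Material: NR2E3–RetCOR corepressor complex / Amount: 1.35 nM GST-NR2E3 / Medium: Tris pH 7.5 / Compound: single nominal compound dose of 4.8 µM / Incubation: 5 h at 4 °C / Technique: TR-FRET, Eu(K)-anti-GST donor, streptavidin-D2 acceptor, ex 340, em 617/671 nm / Read-out basis: percent loss of FRET ratio relative to control wells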
Shn3 inh set2: reduction of Shn3 3'UTR firefly luciferase signal, primary screen, Schnurri-3 inhibitor project, cell-based, Clone20 osteoblasts, set 2. Clone20 osteoblast Shn3 3'UTR firefly luciferase, 24 h. inhibition, % at 12.5 µM. 360,000 tested, 0.52% active;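 active = mean inhibition of at least 75% with every replicate also reaching 75%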;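 also: 0% = median of neutral control wells and 100% = pilot-screen positive control compound; some compounds past the cut are filed as inactive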
NR2E3 ag-2: NR2E3 agonists in two-hybrid cells, primary screen, cell-based, luminescence, CHO-S, Gal4-NCOR/VP16-NR2E3; Photoreceptor-specific nuclear receptor (Homo sapiens), Q9Y5X4; luciferase; inhibition of corepressor binding, % at 3.98 µM; 360,000 tested, 0.35% active; AID 602229, 2012;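 active = inhibition above the mean of all tested compounds plus 3 SD, cut at about 70% in these data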;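 also: 0% = DMSO with NR2E3 transfected cells and 100% = cells lacking NR2E3 construct; higher means lower luciferase signal from less NR2E3 corepressor binding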
Cardio protect: cardioprotection against H2O2-induced cell death, primary screen, uHTS, H9c2 cells, ATPLite luminescence. 360,000 tested, 0.63% active. protection from H2O2 cell death, % at 20 µM. AID 588492, 2011. H9c2 cardiomyocytes, H2O2 injury protection, 2 h;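 active = compounds giving at least 50% protection of heart cells from peroxide-induced death in the single-dose screen, raw or plate-pattern-corrected value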;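 also: 0% = DMSO wells with peroxide and 100% = DMSO wells without peroxide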
HTR2A ag: mouse Htr2a agonists via beta-arrestin recruitment, primary screen, cell-based, luminescence; CHO-K1 mHTR2A beta-arrestin complementation; percent of 30 µM serotonin response; activation, % at 7.6 µM; AID 624169, 2012; 5-hydroxytryptamine receptor 2A (Mus musculus), P35363; 360,000 tested, 0.66% active;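 active = activation above a run cutoff, the mean activation of all tested compounds plus 3 SD, cut at about 14% in these data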;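 also: 0% = plate median of compound wells and 100% = 30 µM serotonin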
Target sequence (P35363 whole entry, looked up): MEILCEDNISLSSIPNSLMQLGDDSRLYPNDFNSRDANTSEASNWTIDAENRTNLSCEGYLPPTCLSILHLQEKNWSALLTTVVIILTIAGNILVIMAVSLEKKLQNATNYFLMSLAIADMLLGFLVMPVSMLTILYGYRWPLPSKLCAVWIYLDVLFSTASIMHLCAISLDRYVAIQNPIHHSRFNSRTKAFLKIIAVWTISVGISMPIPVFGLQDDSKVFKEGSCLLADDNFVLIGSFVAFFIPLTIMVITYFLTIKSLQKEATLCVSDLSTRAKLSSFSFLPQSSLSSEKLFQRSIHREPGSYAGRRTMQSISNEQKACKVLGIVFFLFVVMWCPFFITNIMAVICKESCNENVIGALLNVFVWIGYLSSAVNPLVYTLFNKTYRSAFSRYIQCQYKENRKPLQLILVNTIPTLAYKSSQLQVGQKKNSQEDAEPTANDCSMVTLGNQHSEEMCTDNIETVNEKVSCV
CaV13 FRET inh: Primary screen for inhibitors of IQ motif and Ca2+-dependent inactivation inhibitor domain binding in CACNA1D, Förster resonance energy transfer in living cells, …; HEK cells, CFP/YFP FRET ICDI-IQ, plate reader, 10 min; percent FRET-ratio fall versus neutral wells; inhibition, % at 12.3 µM; 340,000 tested, 0.098% active;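 active = mean replicate inhibition of at least 30% and at least 1% of replicates passing that level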;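 also: 0% = median of the neutral control wells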
TRPM1 prom inh: inhibitors of MITF-dependent TRPM1 promoter reporter, primary screen, cell-based, SK-MEL-5, single point, luciferase; SK-MEL-5 TRPM1 promoter luciferase, 24 h; inhibition, % at 12.5 µM; 330,000 tested, 0.83% active;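 active = mean inhibition across replicates of 60% or more, whatever share of single replicates reaches that level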; also: values of inactives mirror those of a sister screen read the other way
Peg3 prom inh: Peg3 promoter-driven luciferase inhibitors, primary screen, cell-based, HeLa, luciferase luminescence; HeLa PEG-Prom luciferase reporter, overnight; inhibition, % at 20 µM; 360,000 tested, 1.7% active;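 active = inhibition of at least 50% at 20 µM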
* marks the source's active call; other numbers are inactive results; i = inactive; . = not tested or not shown; + = active, no number.

Fields – PDI turbidity	iPSC survival up	HIF-2a block	NR2E3 ag-1	Shn3 inh set2	NR2E3 ag-2	Cardio protect	HTR2A ag	CaV13 FRET inh	TRPM1 prom inh	Peg3 prom inh
- CCOc1ccc(NC(=O)CNC(=O)c2nn(-c3ccc(OC)c(OC)c3)c(=O)c3ccccc23)cc1
→ 4.0	0.6	2.8	i	-5.6	-8.5	4.5	6.9	-1.3	-6.0	4.7
- Cc1ccc2nc(N/N=C/c3ccccc3F)nc(-c3ccccc3)c2c1
→ -23.3	3.5	-8.7	2.4	-19.9	-16.8	11.2	-0.6	-3.0	-15.4	1.8
- Cc1c(Cl)c(=O)n2c(=O)c(Cl)c(C)n12
→ 0.2	-1.5	10.2	0.2	-0.2	-9.0	-3.1	-8.0	+	-1.6	17.3
- Cc1ccc(C)c(N2CN(CCC3=CCCCC3)CNC2=S)c1
→ 14.2	1.9	15.9	-2.2	12.5	1.4	1.4	2.8	3.2	20.1	7.6
- COc1cccc(OC)c1C(=O)NNS(=O)(=O)c1ccc2ccccc2c1
→ -1.7	0.1	5.6	.	2.5	-32.1	-0.9	1.0	.	5.8	19.6
- CN(CC(=O)NCc1cccnc1)S(=O)(=O)c1ccccc1
→ 2.3	-0.6	7.4	0.8	3.0	13.8	-2.1	0.6	-7.4	1.8	1.5
- CC1(C)C(=O)Nc2ccccc2N1C(=O)CSc1nc(-c2ccccc2)cs1
→ -2.4	-0.8	-20.4	3.0	30.9	1.4	-21.8	-2.7	-2.1	4.4	-11.4
- CC(=O)Nc1ccc(-c2nnc(SCC(=O)Nc3ccc4c(c3)oc3ccccc34)n2C)cc1
→ -11.1	-3.5	-151.1	2.3	-53.2	-15.2	-0.7	1.8	-4.4	-30.3	-138.8
- CCOC(=O)/C(=N/Nc1ccccc1OC)N1CCCc2ccccc21
→ -10.3	-0.9	15.8	1.6	14.6	-1.0	-8.3	0.1	-20.5	5.2	14.6
- CCc1nc2c(OCc3ccc(Cl)cc3)cccn2c1N(C)C(=O)c1ccc2c(c1)OCO2
→ -5.0	-0.5	17.7	.	8.6	-5.5	0.5	-2.7	-5.9	.	18.4
- Cc1cccc(Cc2nnc(CCC(=O)N(C)CCc3ccccc3)o2)c1
→ 7.6	-0.4	-248.8	2.0	-105.1	-98.5	2.7	-6.3	-20.9	-101.5	-281.8
- Cc1c(C(c2ccccc2Br)c2c(C)n(C)n(-c3ccccc3)c2=O)c(=O)n(-c2ccccc2)n1C
→ -4.0	-0.5	17.8	1.4	-8.6	0.6	-0.2	0.1	-5.5	2.0	-6.7
- CSCC[C@H](NC(=O)CCNC(C)=O)c1nc2ccccc2[nH]1
→ 1.4	1.8	6.1	0.6	6.3	16.6	8.9	-4.2	.	23.4	-1.8
- Cc1cc(-c2ccc(C)c(S(=O)(=O)NCCN3CCC(C)CC3)c2)on1
→ 2.3	-0.5	5.2	0.2	-8.6	6.0	0.0	-10.8	-4.5	4.3	5.6
- OCC[C@@H]1C[C@H](O)[C@@H](O)[C@]2(CCCCO2)O1
→ -1.7	-1.5	14.1	-2.0	9.8	11.1	-6.5	8.1	-10.3	-0.1	-1.7
- CN(C)CCNC(=O)/C=C/c1cn(-c2ccccc2)nc1-c1cc2ccccc2oc1=O
→ 7.1	2.5	11.7	-1.9	-11.8	-14.7	-3.7	5.5	1.8	-4.9	1.1
- COC(=O)[C@H](CC(C)C)NC(=O)NC1CCCCC1C (some centres not stated)
→ 16.9	-1.1	-1.9	-1.9	2.4	-3.9	-0.2	-0.5	-7.6	-7.6	9.3
- Fc1ccc(C2C3=C(Nc4ncnn42)c2ccccc2OC3c2ccncc2)cc1 (configuration not stated)
→ -17.5	-1.8	32.1	-0.8	14.8	-9.6	6.9	-5.2	-5.2	11.2	31.3
- CC(NC(=O)C1C2C=CC(C2)C1C(=O)O)c1ccccc1 (configuration not stated)
→ -3.3	2.2	20.2	1.1	-9.1	-9.8	2.5	1.2	-9.0	0.3	-5.9
- N#Cc1ccc(Sc2ccccn2)c([N+](=O)[O-])c1
→ 0.7	1.1	12.1	-1.4	-2.7	-26.4	2.7	14.8*	-19.3	1.9	6.9

Marked active in HTR2A ag, of those listed so far:
smiles	PDI turbidity	HIF-2a block	NR2E3 ag-1	Shn3 inh set2	NR2E3 ag-2	HTR2A ag	CaV13 FRET inh	TRPM1 prom inh	Peg3 prom inh
N#Cc1ccc(Sc2ccccn2)c([N+](=O)[O-])c1	0.7	12.1	-1.4	-2.7	-26.4	14.8*	-19.3	1.9	6.9

Next section:
Fields – PDI turbidity	iPSC survival up	HIF-2a block	NR2E3 ag-1	Shn3 inh set2	NR2E3 ag-2	Cardio protect	HTR2A ag	CaV13 FRET inh	TRPM1 prom inh	Peg3 prom inh
- CCOc1ccc(N(C(=O)CNS(=O)(=O)c2ccccc2)C(CC)C(=O)NCc2ccco2)cc1 (configuration not stated)
→ 1.2	-0.6	2.2	2.5	4.1	-10.2	29.0	7.4	-6.7	1.5	12.7
- CCCC1NC(=O)c2cc3ccccc3cc2-n2c1nc1ccc(C)cc1c2=O (configuration not stated)
→ -4.3	2.0	-3.7	.	-2.2	7.2	-11.7	0.6	-3.1	.	8.6
- CCS(=O)(=O)N1CCN=C1SCc1ccc(F)cc1
→ 11.9	-0.4	5.4	0.8	11.0	11.8	1.0	-1.7	-4.3	-13.3	12.0
- Cc1cccc(NC(=O)c2c(C)cc(=O)oc2C)n1
→ -3.2	0.3	0.4	-1.6	14.1	-13.1	3.0	6.0	.	2.4	18.9
- Cc1cc(=O)oc2c(CN3CCN(CCO)CC3)c(O)ccc12
→ -0.1	-0.5	28.2	0.2	-5.8	-37.9	3.7	8.4	-2.2	8.6	6.2
- CCOC(=O)N1CCC(Nc2c(NCCCN3CCN(c4ccc(OC)cc4)CC3)c(=O)c2=O)CC1
→ -1.4	-0.4	2.8	-2.2	-5.6	-19.6	1.0	4.0	-6.3	8.3	16.2
- O=C1Nc2ccccc2C12OC1CCCCC1O2 (configuration not stated)
→ -2.5	4.4	1.8	-2.6	-0.1	-19.0	8.9	2.2	-9.7	9.9	10.4
- O=C(COc1ccc2c(c1)CCC2)NCc1ccc(Cl)cc1
→ 6.3	-2.6	2.4	2.7	8.8	19.8	-7.3	0.9	-2.0	-3.7	-2.1
- CCCCn1c(N)c(N(CC(C)C)C(=O)c2ccco2)c(=O)[nH]c1=O
→ -2.9	-0.2	-3.1	-0.3	-5.0	-7.6	0.4	8.6	-5.5	-6.1	-3.6
- Cc1cc(N2CCN(S(=O)(=O)c3ccc4ccccc4c3)CC2)n2ncnc2n1
→ 1.7	-0.2	34.5	-0.8	5.8	15.8	-2.3	0.8	3.7	-5.0	5.7
- Cc1nc2nc(-c3ccccc3)cc(=O)n2[nH]1
→ 0.3	2.0	3.4	6.2	5.3	-9.6	-20.3	-6.1	.	5.7	2.8
- CC(C)CC1C(=O)N(Cc2cn(Cc3ccco3)nn2)CCS(=O)(=O)N1Cc1ccc(-c2ccc(F)nc2)cc1 (configuration not stated)
→ -2.8	-1.2	-11.2	.	11.5	7.5	2.4	1.4	-6.1	.	38.5
- COC(=O)c1cnc(NNC(=O)c2ccc([N+](=O)[O-])cc2)nc1C(F)(F)F
→ 5.2	-0.5	8.8	4.7	12.8	11.3	0.6	-5.7	1.5	13.5	23.7
- CC1(C)Cc2c(c(N3CCOCC3)nc3sc4c(NCCN)ncnc4c23)CO1
→ 2.5	-0.8	45.2*	.	-29.2	-4.8	-14.1	-1.4	-5.4	69.5*	99.5*
- CCOc1ccc(NC(=O)CCN2C(=O)CSc3ccccc32)cc1
→ -5.2	-2.6	-12.3	3.2	-7.1	-13.5	-0.1	3.6	-5.1	-0.1	-3.0
- Cc1ccccc1Nc1cc(C(=O)NCc2ccco2)c2ccccc2n1
→ -3.7	4.6	3.6	-0.4	-9.8	8.8	10.0	-6.6	-3.0	-2.9	4.6
- Cc1ccc(C)c(-n2c(SCC(=O)NC(C(=O)O)C(C)C)nnc2-c2cccc(Cl)c2)c1 (configuration not stated)
→ -0.2	-0.5	17.7	0.9	5.8	-8.1	-0.6	-2.0	-5.8	-0.2	6.3
- O=C(Nc1cccc(F)c1)c1cccnc1NCCc1ccccc1
→ -2.9	1.0	11.4	2.6	-10.4	-7.5	-1.6	-5.0	-18.7	-0.9	10.8
- C/C(=C\C(=O)Nc1nccs1)c1ccccc1
→ -3.7	-2.4	-371.5	6.2	-23.0	-86.3	-4.8	14.2	-6.3	-86.6	-230.3
- C1=C(c2ccccc2)Nc2ccccc2N=C1c1ccccc1
→ 1.4	0.1	2.0	-0.3	-61.4	-59.5	-5.5	-2.6	-4.9	-10.2	-30.2
- N=c1c2c3c(sc2ncn1Cc1ccccc1)CCCC3
→ 6.5	5.4	11.3	0.6	11.6	6.9	-1.3	4.1	-16.6	-9.7	3.7

A portion from the list above, for reference:
Fields – PDI turbidity	iPSC survival up	HIF-2a block	NR2E3 ag-1	Shn3 inh set2	NR2E3 ag-2	Cardio protect	HTR2A ag	CaV13 FRET inh	TRPM1 prom inh	Peg3 prom inh
- COC(=O)c1cnc(NNC(=O)c2ccc([N+](=O)[O-])cc2)nc1C(F)(F)F
→ 5.2	-0.5	8.8	4.7	12.8	11.3	0.6	-5.7	1.5	13.5	23.7
- CC1(C)Cc2c(c(N3CCOCC3)nc3sc4c(NCCN)ncnc4c23)CO1
→ 2.5	-0.8	45.2*	.	-29.2	-4.8	-14.1	-1.4	-5.4	69.5*	99.5*
